AMA1 RON2 block = qHTS for Inhibitors of AMA1-RON; Towards Development of Antimalarial Drug Lead: Primary Screen. Plasmodium falciparum AMA1 (3D7) - RON2 peptide interaction. AID 720542, 2013. 360,000 compounds, 0.2% hits. AlphaScreen AMA1-biotinylated RON2 peptide binding. Potency, µM (highest dose often 58.2 µM), for inactives: at the highest dose activity change, negative = inhibition, actives largely listed as inhibitors;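 note: potency is the fitted concentration of half-maximal effect; 0% = vehicle wells and -100% = peptide control; nearly all actives have a fitted effect of over 45% in size; some results filed as inactive show a strong effect at the top dose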
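AMA1 (3D7) with his tag at 25 nM final met compounds first, then biotinylated RON2 peptide at 25 nM; detection used donor plus acceptor beads, 10 µg/mL apiece, read by AlphaScreen after 30 min at room temperature.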
Shiga inhibitor = A qHTS for Small Molecule Inhibitors of Shiga Toxin; Vero cells, Shiga toxin protein synthesis inhibition reporter; inhibition, % at 38.7 µM; 290,000 compounds, 9.2% hits; in the data active = inhibition mostly above about 28%, no sharp cut-off; inactive = mostly below about 43%; note: 0% is about no effect
Tb PYK inh = qHTS of Trypanosoma Brucei Inhibitors | pyruvate kinase (Trypanosoma brucei), Q57TT1 | TbPYK enzyme, Kinase-Glo Plus ATP luminescence, 45 min | Potency, µM (titrated, usually from 76.8 µM), for inactives: at the highest dose activity, negative = inhibition, usual class: inhibitors | 410,000 compounds, 0.12% hits; note: potency is the fitted concentration of half-maximal effect; % is set by controls: 0 for no effect and ±100 for the full control effect; nearly all actives have a fitted effect of over 50% in size
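Assay buffer: 50 mM TEA pH 7.2, 100 mM KCl, 10 mM MgCl2, 0.05% BSA, 0.01% Tween-20. Pyruvate kinase from T. brucei plus substrate met compound, then ADP (130 uM final). Luminescence was read post 45 min RT.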
Pf growth 48h = Primary qHTS for delayed death inhibitors of the malarial parasite plastid, 48 hour incubation. AID 504832, 2011. P. falciparum luciferase growth in erythrocytes, 48 h. Potency, µM (top dose mostly 28.7 µM), inactives show at the top dose activity change, negative = inhibition, usual class: inhibitors. 310,000 compounds, 5.9% hits; note: potency is the fitted concentration of half-maximal effect; % is set by controls: 0 for no effect and ±100 for the full control effect
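Parasite viability was followed by luminescence of a genomically integrated firefly luciferase. Cultures held 0.1% parasitemia at 2% hematocrit (final), incubated under 5% CO2 at 37 C.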
CHX counter = Cycloheximide Counterscreen for Small Molecule Inhibitors of Shiga Toxin. cell reporter, cycloheximide protein synthesis inhibition counterscreen. max response, %. 300,000 compounds, 12% hits; in the data active = max response mostly above about 13%, no sharp cut-off; inactive = mostly below about 14%; note: read at 38.3 µM for the half of the compounds with a filed dose; 0% is about no effect
LmPK inhibitor = qHTS Assay for Inhibitors of Leishmania Mexicana Pyruvate Kinase (LmPK). Q27686. purified LmPK, Kinase-Glo ATP luminescence, 1 h. Potency, µM (doses to about 57.5 µM), for the others: top-dose activity change, negative = inhibition, most hits filed as inhibitors. 290,000 compounds, 0.37% hits. AID 1721, 2009; note: potency is the fitted concentration of half-maximal effect; % is set by controls: 0 for no effect and ±100 for the full control effect
Target sequence (Q27686 whole entry, looked up): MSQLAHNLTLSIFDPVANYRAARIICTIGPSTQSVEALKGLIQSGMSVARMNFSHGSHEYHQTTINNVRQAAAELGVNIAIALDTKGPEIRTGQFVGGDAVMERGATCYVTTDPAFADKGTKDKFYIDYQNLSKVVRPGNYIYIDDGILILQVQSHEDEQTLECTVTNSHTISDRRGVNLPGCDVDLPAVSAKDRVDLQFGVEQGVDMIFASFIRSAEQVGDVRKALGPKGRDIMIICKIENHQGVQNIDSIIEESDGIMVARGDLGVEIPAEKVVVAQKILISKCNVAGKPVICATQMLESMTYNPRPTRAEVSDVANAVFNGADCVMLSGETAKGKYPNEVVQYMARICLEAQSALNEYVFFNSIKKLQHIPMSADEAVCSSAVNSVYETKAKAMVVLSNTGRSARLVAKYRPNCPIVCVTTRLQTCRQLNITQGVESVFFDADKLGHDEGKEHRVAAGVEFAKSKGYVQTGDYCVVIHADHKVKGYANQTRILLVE
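Pyruvate kinase activity monitored as ATP production (luciferase luminescence). Conditions: 0.1 nM enzyme, 0.5 mM PEP, 0.1 mM ADP, 1 h, RT; normalized against uninhibited and no-enzyme wells.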
Pf growth 96h = Primary qHTS for delayed death inhibitors of the malarial parasite plastid, 96 hour incubation; P. falciparum luciferase reporter growth, 96 h; Potency, µM (doses to about 28.7 µM), without a hit: at the highest dose activity change, negative = inhibition, actives largely listed as inhibitors; 320,000 compounds, 6.9% hits; AID 504834, 2011; note: potency is the fitted concentration of half-maximal effect; % is set by controls: 0 for no effect and ±100 for the full control effect
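P. falciparum expressing integrated firefly luciferase grown in erythrocytes (2% hematocrit, 0.05% parasitemia final) with compounds for 96 hours at 37 C, 5% CO2. Growth inhibition read as loss of luminescence after adding luciferase detection reagent.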
* = called active by the depositor; ? = inconclusive; nt = no result given; [ ] = another dose, or the depositor's remark. Unless noted, calls come from the whole dose curve; as a rule, active = well fitted curve in the direction sought with a large enough effect; inconclusive = small, poorly fitted or top-dose-only effect, or another doubt; inactive = no such curve, though single readings can be large; an effect the other way counts as inactive or inconclusive.

The line under a structure holds: LmPK inhibitor	Pf growth 48h	Tb PYK inh	CHX counter	Pf growth 96h	Shiga inhibitor	AMA1 RON2 block
> CN(C)C1C(=O)c2ccccc2C1=O
→ -2%	-7%	0%	-3	42%[activator]	9	-3%
> COCCn1c(CCc2ccccc2)n[nH]c1=S
→ -10%	-3%	?	-4	30%	18	3%
> COc1ccc(OC)c(S(=O)(=O)NC2CC(=O)N(c3cccc(F)c3)C2)c1 (centres undefined)
→ nt	7%	-1%	nt	0%	nt	7%
> C=CCNCCCOc1ccc(Cl)cc1C(C)(C)C
→ -1%	?	21%	-3	?	-7	-8%
> CCN(C(=O)COC(=O)CNC(=O)C12CC3CC(CC(C3)C1)C2)C1CCS(=O)(=O)C1 (centres undefined)
→ 2%	38%[activator]	7%	-5	-14%	4	16%
> Cc1cc(C)c(O)c(N)c1
→ 2%	?	nt	-2	2.3µM*	-4	nt
> Cc1c(NS(=O)(=O)c2cccc(C(=O)NCc3ccccc3Cl)c2)c(=O)n(-c2ccccc2)n1C
→ nt	5%	4%	nt	3%	nt	-4%
> CCC(c1nnnn1C1CCCC1)N1CCC(C(N)=O)CC1 (centres undefined)
→ -4%	3%	4%	-5	-17%	-18	-7%
> CC(C)NC(=O)CSc1ccccc1C(=O)NNC(=O)Cn1ccc(C(F)(F)F)n1
→ nt	1%	-3%	nt	2%	nt	40%[activator]
> CCOc1ccc(-c2nnc(SCC(=O)N3CCN(c4ccccc4)CC3)o2)cc1
→ 0%	34%[activator]	1%	-6	7%	-20	5%
> CNC(=O)c1[nH]cnc1C(=O)N[C@@H](Cc1ccccc1)C(=O)OCc1ccccc1
→ 4%	8%	-5%	5	69%[activator]	14	103%[activator]
> CCn1c(SCC(=O)N(C)Cc2ccc(OC)c(F)c2)nc2cc(S(N)(=O)=O)ccc21
→ -10%	-7%	6%	-3	?	-13	-4%
> CCC(=O)N1CCc2cc(S(=O)(=O)NC(C(=O)Nc3cccc(C)n3)C(C)C)ccc21 (centres undefined)
→ -5%	?	-7%	-3	0%	0	0%
> CC(C)C(=O)N/N=C/c1ccc(OCc2ccccc2)cc1
→ -3%	18%	2%	3	59%[activator]	27	1%
> COc1ccc(C(=O)C2CCN(C(=S)NCCc3ccccc3)CC2)cc1
→ 13%	19%	-8%	-3	?	-7	-11%
> O=C(CN1C(=O)c2ccccc2S1(=O)=O)N1CCN(c2ccccc2)CC1
→ 2%	25%	2%	-1	0%	14	-7%
> Cc1ccc(S(=O)(=O)N2CCC(=O)N(C(COCc3ccc(C(F)(F)F)cc3)Cc3ccccc3)CC2)cc1 (centres undefined)
→ 7%	?	5%	6	7.4µM*	-14	-1%
> CCCC(=O)Nc1ccc(C(=O)N/N=C/c2cccnc2)cc1
→ 1%	-15%	2%	2	nt	16	0%
> Cc1ccc(C)c(S(=O)(=O)N2CCCCC2CCNC(=O)C(=O)NCc2ccccc2)c1 (centres undefined)
→ nt	?	1%	nt	?	nt	-5%
> CN1C(=O)C(Cc2ccc3c(c2)OCO3)C(=O)N(C)C1=O
→ 0%	5%	nt	-2	nt	-16	nt

Compound profiles, from the list above. Order of screens: LmPK inhibitor	Pf growth 48h	Tb PYK inh	CHX counter	Pf growth 96h	Shiga inhibitor	AMA1 RON2 block
Cc1ccc(C)c(S(=O)(=O)N2CCCCC2CCNC(=O)C(=O)NCc2ccccc2)c1 (centres undefined) across the screens: nt	?	1%	nt	?	nt	-5%
CC(C)C(=O)N/N=C/c1ccc(OCc2ccccc2)cc1 across the screens: -3%	18%	2%	3	59%[activator]	27	1%

Two of the compounds above, with each value named:
Cc1ccc(S(=O)(=O)N2CCC(=O)N(C(COCc3ccc(C(F)(F)F)cc3)Cc3ccccc3)CC2)cc1 (centres undefined)
  LmPK inhibitor = 7% | Pf growth 48h = ? | Tb PYK inh = 5% | CHX counter = 6 | Pf growth 96h = 7.4µM* | Shiga inhibitor = -14 | AMA1 RON2 block = -1%
COc1ccc(C(=O)C2CCN(C(=S)NCCc3ccccc3)CC2)cc1
  LmPK inhibitor = 13% | Pf growth 48h = 19% | Tb PYK inh = -8% | CHX counter = -3 | Pf growth 96h = ? | Shiga inhibitor = -7 | AMA1 RON2 block = -11%

(cont.)
The line under a structure holds: LmPK inhibitor	Pf growth 48h	Tb PYK inh	CHX counter	Pf growth 96h	Shiga inhibitor	AMA1 RON2 block
> CCc1c(C)c2cc(Cl)c(O)c(CN3CCCC3)c2oc1=O
→ 1%	19%	2%	-3	12%	-6	21%
> Cc1ccc(N=Cc2nc(-c3ccc(C)cc3)oc2O)cc1
→ -1%	37%[activator]	-3%	27*	-16%	97*	0%
> Cc1cc(C(=O)Cn2nnc3ccccc3c2=O)c(C)n1-c1c(C)n(C)n(-c2ccccc2)c1=O
→ 4%	9%	-9%	-2	-8%	-12	-5%
> Cc1cccc2nc3c(nc12)-c1ccccc1C3=O
→ -3%	42%[activator]	-6%	15	6%	17	-6%
> COc1ccc(NC(=O)CC2C(=O)N(c3cccc(OC)c3)C(=O)N2CCC(C)C)cc1 (centres undefined)
→ 5%	nt	2%	-1	12µM*	-16	1%
> O=C(c1ccccc1/S(=N/S(=O)(=O)c1ccccc1)N1CCOCC1)N1CCOCC1 (centres undefined)
→ -2%	1%	-2%	-2	-3%	-47	1%
> COc1cc(NC(=O)CC(C)n2ccnc2)cc(OC)c1 (centres undefined)
→ 1%	24%	0%	1	95%[activator]	-6	15%
> CCOc1cccc(NCc2cc3c(C(C)(C)C)nn(-c4ccccc4)c3[nH]c2=O)c1
→ 5%	?	2%	-2	nt	-15	-3%
> COc1ccccc1NC(=O)CSc1nccc(-c2ccco2)n1
→ nt	?	-13%	nt	?	nt	-13%
> COc1ccccc1COn1c(=O)c(-c2ccco2)[n+]([O-])c2ccccc21
→ 0%	?	6%	3	-4%	14	4%

Among those listed so far, 3 contain an NH in an aromatic ring.
The line under a structure holds: LmPK inhibitor	Pf growth 48h	Tb PYK inh	CHX counter	Pf growth 96h	Shiga inhibitor	AMA1 RON2 block
> COCCn1c(CCc2ccccc2)n[nH]c1=S
→ -10%	-3%	?	-4	30%	18	3%
> CNC(=O)c1[nH]cnc1C(=O)N[C@@H](Cc1ccccc1)C(=O)OCc1ccccc1
→ 4%	8%	-5%	5	69%[activator]	14	103%[activator]
> CCOc1cccc(NCc2cc3c(C(C)(C)C)nn(-c4ccccc4)c3[nH]c2=O)c1
→ 5%	?	2%	-2	nt	-15	-3%

(more compounds)
The line under a structure holds: LmPK inhibitor	Pf growth 48h	Tb PYK inh	CHX counter	Pf growth 96h	Shiga inhibitor	AMA1 RON2 block
> COc1ccc(NC(=O)N2CCCC(CNS(=O)(=O)c3cccs3)C2)c(C)c1 (centres undefined)
→ 1%	-11%	-1%	-1	16%	4	-11%
> Clc1ccc(Nc2ncn[nH]2)cc1
→ -4%	10%	nt	-2	-14%	-1	0%
> CCCC(C(=O)NC1CCCC1)N(Cc1ccc2c(c1)OCO2)C(=O)c1snc(C(N)=O)c1N (centres undefined)
→ 4%	nt	-1%	-2	9.3µM*	-9	4%
> COc1cccc(NC(=O)CCC2CCN(C(=O)c3c(C)noc3C)CC2)c1
→ 5%	-13%	0%	5	70%[activator]	11	0%
> CCCCn1c(N)c(N(Cc2ccccc2OC)C(=O)CN2C(=O)NC(C)(c3ccccc3)C2=O)c(=O)[nH]c1=O (centres undefined)
→ nt	-5%	4%	nt	-7%	nt	8%
> COC(=O)CNC(=O)c1ccc(=O)oc1
→ -6%	8%	-1%	2	nt	41	8%
> Cc1ccc(S(=O)(=O)NCCOc2nc(N3CCOCC3)nc(N3CCOCC3)n2)cc1
→ 3%	-23%	2%	-4	nt	-15	20%
> CSc1nc(-c2ccc(C)cc2)[nH]c1S(=O)(=O)c1ccccc1
→ 7%	-2%	-8%	-3	-29%	-8	-16%
> Cc1noc(C)c1C(=O)N1CCC(C(=O)c2ccc(F)cc2F)CC1
→ 1%	36%[activator]	3%	6	54%[activator]	-14	-3%
> NC1=NC(=O)/C(=C/c2cn(Cc3ccccc3)c3ccccc23)S1
→ 4%	2.1µM*	?	24*	?	62*	-13%
> O=C(OCc1csc(-c2ccccc2)n1)c1ccc(O)cc1
→ -4%	108%[activator]	4%	37*	199%[activator]	116*	-1%
> CC(=O)Nc1ccc(N2CC(C)(C)C2=O)cc1
→ 0%	20%	3%	11	5%	-3	4%
> Cc1ccccc1-n1c(SCC(=O)N2CCC(C(=O)O)CC2)nnc1-c1ccncc1
→ 3%	8%	-1%	0	97%[activator]	-6	-4%
> CCOC(=O)C1=C(CC)Nc2ccccc2N/C1=N\S(=O)(=O)c1ccc(C(=O)OCC)cc1
→ 8%	5%	-1%	-2	-18%	2	14%
> Cc1cc(-n2c(C)cc(C(=O)COc3cccnc3[N+](=O)[O-])c2C)no1
→ nt	?	-8%	nt	?	nt	-4%
> COCCCNC(=O)C1CCN(S(=O)(=O)N(CC(C)C)CC(C)C)CC1
→ -1%	?	-2%	-4	-12%	-4	-1%
> O=C1CN(C(=O)CSc2nc3ccccc3c(=O)n2Cc2ccc(F)cc2)c2ccccc2N1
→ 3%	12µM*	-7%	-5	2.6µM*	-12	-15%
> COc1ccccc1CCNS(=O)(=O)CCNC(=O)c1ccc2c(c1)OCO2
→ nt	8%	7%	nt	-3%	nt	-13%
> CCOC(=O)c1c(NC(=O)COC(=O)CNC(=O)c2ccco2)sc(C)c1C
→ 0%	0%	?	-2	30%[activator]	-5	5%
> Fc1ccc(CNCCC(Cc2ccccc2)c2ccco2)cc1 (centres undefined)
→ 6%	?	-5%	1	-12%	2	0%
> COc1ccc(NC(=O)CSc2nnc(-c3ccccn3)n2N)c(OC)c1
→ 2%	-24%	0%	1	-14%	-7	?
> CCCc1cc(=O)oc2c3c(ccc12)OCN(Cc1ccc(OC)cc1)C3
→ nt	nt	-4%	-2	nt	-4	nt
> CC1(C)Cc2[nH]c(=O)c(C#N)cc2CS1
→ -7%	6%	-2%	-6	18%	-9	2%
> O=C(Nc1nccs1)c1nc[nH]c1C(=O)NCc1ccccc1
→ nt	?	3%	nt	?	nt	133%[activator]
> COc1ccc(/C=N/n2c(-c3cccs3)n[nH]c2=S)cc1
→ -22%	-3%	1.3µM*	-2	33%[activator]	-14	-1%
> NCCCCCC(=O)N/N=C/c1ccc2nccnc2c1
→ -6%	23%	1%	10	1%	28	1%

Screening results (PubChem)

Rows were taken by chance. Share with any hit: about 21%.
